# BAZ2B block: BAZ2B (human) inhibition. Q9UIF8. AlphaScreen BAZ2B-H3K14Ac peptide displacement. Potency, µM (series often up to 114 µM), inactives show at the highest dose activity change, negative = inhibition, hits mostly inhibitors. hit rate 4.4% among 360,000. AID 504333; note: potency is the fitted concentration of half-maximal effect; % is set by controls: 0 for no effect and ±100 for the full control effect; nearly all actives have a fitted effect of over 60% in size
#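 Multi-concentration screen (max 110 uM) measuring displacement of acetylated histone H3 peptide from BAZ2B by AlphaScreen, using 50 nM protein, 50 nM peptide and 10 ug/mL streptavidin donor plus Ni-chelate acceptor beads.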
# POLH inh: DNA polymerase eta (human) inhibition; Q9Y253; recombinant Pol eta, fluorescent DNA replication assay; hit rate 1.2% among 390,000; Potency, µM (series often up to 114 µM), inactives show at the highest dose activity change, negative = inhibition, actives largely listed as inhibitors; note: potency is the fitted concentration of half-maximal effect; % is set by controls: 0 for no effect and ±100 for the full control effect
#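 Fluorescent replication assay: 50 nM final substrate added after a 15 min room-temperature compound preincubation with 10 nM enzyme. Signal taken at 0 min and again at 10 min.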
# Pin1 inhibitor: inhibitors of human Pin1. AID 504891. Q13526. Potency, µM (doses to about 115 µM), without a hit: at the highest dose activity, negative = inhibition, hits mostly inhibitors. Pin1 FP peptide displacement, HiFluor488, 10 min. hit rate 0.009% among 390,000; active = well fitted inhibition curve with a large enough effect in the polarisation, with a control signal flat, not every such curve was filed as active; inconclusive = small, poorly fitted or top-dose-only effect, or effect the other way, or a change in a side signal; inactive = no such curve, though single readings can be large or run the other way; the % refers to the polarisation; note: potency is the fitted concentration of half-maximal effect; % is set by controls: 0 for no effect and ±100 for the full control effect
# Target sequence (Q13526 whole entry, looked up): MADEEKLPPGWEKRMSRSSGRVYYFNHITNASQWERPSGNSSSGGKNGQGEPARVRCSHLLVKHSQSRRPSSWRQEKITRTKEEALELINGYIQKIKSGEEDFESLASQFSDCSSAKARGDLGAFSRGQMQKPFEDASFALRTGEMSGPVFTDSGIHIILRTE
# HP1b chromo inh: blocks HP1-beta chromodomain binding to methylated histone tails. AlphaScreen HP1-beta / biotin-H3K9me3 peptide binding. hit rate 0.56% among 390,000. P83916. Potency, µM (top dose mostly 114 µM), for the others: at the highest dose activity change, negative = inhibition, most hits filed as inhibitors. AID 540317; note: potency is the fitted concentration of half-maximal effect; nearly all actives have a fitted effect of over 70% in size; inactives centre near 23
# Target sequence (P83916 whole entry, looked up): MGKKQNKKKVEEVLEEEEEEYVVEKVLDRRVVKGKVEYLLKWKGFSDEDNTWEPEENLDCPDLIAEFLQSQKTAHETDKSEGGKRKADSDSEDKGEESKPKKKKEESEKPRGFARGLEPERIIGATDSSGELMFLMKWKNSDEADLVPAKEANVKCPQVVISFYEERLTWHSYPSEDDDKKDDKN
#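 AlphaScreen: HP1-beta (50 nM) preformed 30 min with biotin-H3(1-18)K9me3 peptide (50 nM) in PBS pH 7.4, 0.01% Tween-20. Compound added for 30 min at RT, then streptavidin donor/nickel chelate acceptor beads (10 ug/mL) for 30 min.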
# PGK inhibitor: T. brucei PGK inhibition. P07378. PGK/GAPDH coupled, Kinase-Glo luminescence, 60 min. Potency, µM (series often up to 57.5 µM), for inactives: at the top dose activity change, negative = inhibition, most hits filed as inhibitors. hit rate 0.043% among 380,000. AID 602233; note: potency is the fitted concentration of half-maximal effect; % is set by controls: 0 for no effect and ±100 for the full control effect; nearly all actives have a fitted effect of over 60% in size
#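 Luminescent ATP detection (Kinase-Glo Plus) follows a 60-minute room-temperature incubation, with wells lacking PGK as controls. Buffer: 100 mM TEA (pH 7.6), 5 mM MgCl2, 0.01% Tween-20. Coupling enzyme GAPDH (100 nM final) supplies unstable 1,3-BPG in-well.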
# JMJD2A Tudor inh: inhibitors of human JMJD2A Tudor domain | O75164 | AlphaScreen JMJD2A-Tudor / H3K4me3 peptide binding | Potency, µM (titrated, usually from 114 µM), inactives show at the top dose activity change, negative = inhibition, usual class: inhibitors | hit rate 4.4% among 390,000; note: potency is the fitted concentration of half-maximal effect; % is set by controls: 0 for no effect and ±100 for the full control effect; nearly all actives have a fitted effect of over 50% in size
# PI4K2A inh: PI4K2A (human) kinase inhibition; purified PI4K2A, ADP-Glo luminescence, 1 h; stronger effect = lower value; activity change, negative = inhibition, % at 76.9 µM; hit rate 0.13% among 420,000; AID 1346378; in the data active = activity change below about -50%; inconclusive = mostly about -30% to -49%;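 note: -100% = wells without enzyme as full effect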
#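 Compounds are screened against recombinant PI4K2A using PI as substrate and ATP, the latter dispensed at 300 microM. Reactions run one hour at ambient temperature before ADP-Glo detection; full inhibition defined by wells lacking enzyme.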
# G9a block: blocks human histone lysine methyltransferase G9a; G9a H3K9 monomethylation, AlphaScreen, 2 h; Potency, µM (series often up to 102 µM), inactives show top-dose activity, negative = inhibition, actives largely listed as inhibitors; hit rate 8.8% among 350,000; AID 504332; note: potency is the fitted concentration of half-maximal effect; % is set by controls: 0 for no effect and ±100 for the full control effect; nearly all actives have a fitted effect of over 75% in size
#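 AlphaScreen read-out: biotin-H3K9 peptide (500 nM) methylation by 20 nM enzyme with 20 uM SAM, 2 h at room temperature after 15 min compound preincubation; anti-monomethyl H3K9 antibody plus donor/acceptor beads, 10 min dark.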
# GLS inhibitor: inhibitors of human glutaminase (GLS); O94925; GLS enzymatic activity, qHTS titration; Potency, µM (top dose mostly 45.5 µM), for the others: top-dose activity change, negative = inhibition, usual class: inhibitors; hit rate 0.21% among 410,000; AID 624170; note: potency is the fitted concentration of half-maximal effect; % is set by controls: 0 for no effect and ±100 for the full control effect
# Target sequence (O94925 whole entry, looked up): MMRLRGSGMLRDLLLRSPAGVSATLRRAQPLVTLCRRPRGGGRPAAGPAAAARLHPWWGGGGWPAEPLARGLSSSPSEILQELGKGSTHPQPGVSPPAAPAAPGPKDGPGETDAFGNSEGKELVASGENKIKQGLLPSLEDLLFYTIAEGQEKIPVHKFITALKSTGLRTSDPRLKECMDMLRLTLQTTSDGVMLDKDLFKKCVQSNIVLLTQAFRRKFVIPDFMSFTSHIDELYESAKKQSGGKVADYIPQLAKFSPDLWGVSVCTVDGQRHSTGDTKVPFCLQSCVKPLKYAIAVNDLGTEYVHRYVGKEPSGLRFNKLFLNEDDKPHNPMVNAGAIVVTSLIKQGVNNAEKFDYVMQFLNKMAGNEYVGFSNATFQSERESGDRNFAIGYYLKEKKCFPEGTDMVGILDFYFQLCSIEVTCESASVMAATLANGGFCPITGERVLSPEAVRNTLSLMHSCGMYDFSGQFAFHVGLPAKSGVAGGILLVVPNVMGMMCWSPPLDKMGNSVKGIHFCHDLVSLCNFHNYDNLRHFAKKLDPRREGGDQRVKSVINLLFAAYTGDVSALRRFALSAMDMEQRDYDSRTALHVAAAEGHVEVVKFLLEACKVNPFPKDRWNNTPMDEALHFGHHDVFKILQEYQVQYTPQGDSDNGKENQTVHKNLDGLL
#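 Read-out is an Amplex red fluorescence increase coupled through glutamate oxidase and HRP, measured before and after 30 min room-temperature incubation. hKGA is in 45 mM KH2PO4 (pH 8.2) with 0.02% Tween-20; glutamine added as 1mM solution.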
# Active calls of the source: *; i = inactive; ? = inconclusive; · = no result given; [ ] = remark or other dose. Unless noted, calls come from the whole dose curve; as a rule, active = well fitted curve in the direction sought with a large enough effect; inconclusive = small, poorly fitted or top-dose-only effect, or another doubt; inactive = no such curve, though single readings can be large; an effect the other way counts as inactive or inconclusive. The list is partial, so the mix of outcomes need not match the whole.
no.	molecule	BAZ2B block	POLH inh	Pin1 inhibitor	HP1b chromo inh	PGK inhibitor	JMJD2A Tudor inh	PI4K2A inh	G9a block	GLS inhibitor
1	O=C(COc1ccc2oc3c(c2c1)CCCC3)Nc1cccc(Br)c1	?	0%	1%	7%	-2%	2%	-1	?	-11%
2	COc1ccc(C(=O)C(C)OC(=O)CNC(=O)c2ccco2)cc1 (centres undefined)	·	-1%	1%	40%[activator]	4%	-5%	5	·	-1%
3	CC(=O)Cn1nnc(-c2ccc(C(F)(F)F)cc2)n1	1%	-8%	-2%	69%[activator]	-1%	-11%	1	23%	-1%
4	O=C(CCc1ccccc1)NCCc1ccc(F)cc1	-2%	-15%	1%	54%[activator]	-2%	0%	0	40%	-2%
5	CC(=O)c1cccc(CN(C)CC2CCCN(CCc3ccccc3C)C2)c1 (centres undefined)	?	-23%	-1%	19%	-2%	-6%	-1	31%	-2%
6	Cc1ccc(NC(=O)CSCC(=O)NC2(C)CCS(=O)(=O)C2)cc1 (centres undefined)	11%	-5%	-7%	27%	-10%	-12%	-4	-8%[59 µM]	-1%
7	COC(=O)c1ccc(NC(=O)CCc2c(C)nn(-c3ccc(N4CCCC4)nn3)c2C)cc1	-26%	-5%	-5%	39%[activator]	-1%	-28%	-4	0%[59 µM]	0%
8	Nc1[nH]nc2nc(NCc3ccccc3)c3c(c12)CCN(Cc1ccccc1)C3	?	-18%	-3%	0%	-4%	?	4	?	20%
9	FC(F)(F)c1nc(NCc2ccccc2)c2nnn(Cc3ccccc3)c2n1	-19%	-5%	-6%	38%	2%	8%	-1	-18%	0%
10	Cc1ccc(C)c(OCCn2cc(C(=O)O)c3ccccc32)c1	-13%	-7%	-3%	17%	i	-25%	-1	-39%	0%
11	Cc1cccc(C)c1NC1=NC(=S)N(c2ccc(N(C)C)cc2)C1(C)C	-8%	4%	-1%	-23%	9%	-15%	7	0%[59 µM]	33%[activator]
12	CC(NC(=O)c1cccc(S(=O)(=O)N(C)C)c1)C1CC2CCC1C2 (centres undefined)	2%	8%	-1%	6%	0%	-6%	1	-41%	-16%
13	Cc1sc2nc(CSCC(=O)Nc3ccc(N4CCOCC4)cc3)[nH]c(=O)c2c1C	?	21%	14%	3%	2%	-24%[11.4 µM]	-5	-10%	51%[activator]
14	COc1cc(C2N=C(c3ccccc3)NO2)cc(Br)c1O (centres undefined)	-24%	10%	?	13%	-1%	-17%	-5	-6%[12.7 µM]	-14%
15	Cc1ccc(S(=O)(=O)N2CCN(C(=O)c3ccc(Cl)nc3)CC2)cc1	-20%	-10%	-3%	31%	-6%	1%	1	-1%	-8%
16	COc1cc(-c2nnc(COC(=O)c3nn(CC(C)C)c(=O)c4ccccc34)o2)cc(OC)c1OC	-7%	-24%	13%	23%	-10%	-14%	2	?	3%
17	Oc1ccc(Br)cc1C=Nc1ccc(Cl)cc1	·	-7%	1%	-18%	1%	-32%	0	-41%	68%[activator]
18	c1cc2c(cc1C1CCCCC1)c1c3n2CCCNC3CCC1 (centres undefined)	35µM*	-25%	-17%	?	-3%	45µM*	-5	18µM*	12%
19	CC(=O)Nc1c(-c2ccc3ccccc3c2)nc2ccccn12	-21%	5%	-6%	11%	-6%	-10%	3	15%	14%
20	CC[n+]1c(C)cc(C)n1-c1ccccc1	·	-12%	0%	27%	i	?	-1	50µM*	-2%
21	COc1ccc2nc(C)cc(SCC(=O)NNC(=O)COc3ccccc3)c2c1	3%	5%	-11%	19%	-4%	-8%	3	4%[0.0925 µM]	9%
22	COc1ccc(C(=O)NCc2ccncc2)cc1S(=O)(=O)NCc1ccc(Cl)cc1	10%	-18%	2%	39%[activator]	-10%	-12%	1	-11%[12.7 µM]	-3%
23	O=C(c1ccco1)N1CCN(Cc2nnnn2C2CCCCC2)CC1	32%[activator]	-18%	3%	49%[activator]	i	-11%	-4	11%[59 µM]	-5%
24	COc1cccc(-n2c(SCC(=O)Nc3nc4ccccc4s3)nc3ccccc3c2=O)c1	-4%	-1%	22%	10%	0%	-20%	1	-2%[12.7 µM]	0%
25	CN(C(=O)COC(=O)c1ccc2c(=O)n3c(nc2c1)CCC3)c1ccccc1	0%	-20%	1%	17%	-2%	-4%	0	-27%[59 µM]	-8%
26	COC(=O)c1ccsc1NC(=O)c1ccccc1	·	-19%	-1%	111%[activator]	-3%	47%[activator]	1	120%[activator]	-2%
27	Cc1ccc(-c2csc(NC(=O)c3cccc(C)c3)c2C(=O)O)cc1	·	-8%	2%	17%	5%	0%	17	·	6%
28	O=C(Nc1ccc(C(=O)N2CCCCC2)cc1)c1cccs1	1%	-16%	?	22%	-18%	-15%	?	16%	-10%
29	CCOc1cc(CO)cc(Br)c1OCC(N)=O	-1%	-2%	-2%	35%	·	-6%	-7	17%	1%
30	CCN(C(=O)CSc1nnc(-c2cccc(F)c2)n1N)c1c(N)n(Cc2ccccc2)c(=O)[nH]c1=O	·	-17%	4%	66%[activator]	-8%	3%	4	·	-2%
31	CC(=O)Nc1cccc(C(=O)OC(C)C(=O)NC(=O)NC2CCCCC2)c1 (centres undefined)	5%	-9%	-1%	24%	11%	0%	0	4%	7%
32	CCOC(=O)C1CCN(c2c(C(=O)c3ccc(OCC)cc3)cnc3ccc(OC)cc23)CC1	?	-14%	5%	-11%	-1%	?	-4	?	-12%
33	Cc1ccsc1/C=N/n1c(=S)[nH]nc(C)c1=O	8%	-4%	-3%	19%	-2%	?	2	6%[59 µM]	12%
34	CCN(c1cccc(C)c1)C(CNS(=O)(=O)c1ccccc1)c1ccccc1 (centres undefined)	-38%	·	2%	-2%	·	-36%	2	-5%[59 µM]	20%
35	COC(=O)c1cc(S(=O)(=O)N2CCN(c3cc(Cl)ccc3C)CC2)c[nH]1	-35%	-31%	0%	-3%	-3%	-13%	-3	-11%[59 µM]	-4%
36	NC(=S)N/N=C/c1coc2ccc(O)cc2c1=O	-23%	-2%	0%	39%	0%	-19%	-12	?	26%
37	CC(C)Oc1ccc(S(=O)(=O)N2CCCCC2)cc1NC(=O)C1CSC2(C)CCC(=O)N12 (centres undefined)	-8%	-9%	3%	-12%	-1%	-20%	-1	?	8%
38	CCOc1ccc2nc(N3CCCC(C(=O)NCCCN4C(C)CCCC4C)C3)sc2c1 (centres undefined)	?	-21%	-1%	41%[activator]	-3%	-24%	3	40µM*	3%
39	CCOc1cccc(OCCCn2c(-c3ccc(Br)cc3)nc3ccccc3c2=O)c1	7%	5%	8%	101%[activator]	-2%	39%[activator]	-2	1%[59 µM]	6%
40	Cc1cc(=O)[nH]c2ccc(Cl)cc12	17%	7%	-5%	-4%	i	?	-1	?	9%

# Arranged by length of the SMILES (falling): some entries from above
no.	molecule	BAZ2B block	POLH inh	Pin1 inhibitor	HP1b chromo inh	PGK inhibitor	JMJD2A Tudor inh	PI4K2A inh	G9a block	GLS inhibitor
30	CCN(C(=O)CSc1nnc(-c2cccc(F)c2)n1N)c1c(N)n(Cc2ccccc2)c(=O)[nH]c1=O	·	-17%	4%	66%[activator]	-8%	3%	4	·	-2%
37	CC(C)Oc1ccc(S(=O)(=O)N2CCCCC2)cc1NC(=O)C1CSC2(C)CCC(=O)N12 (centres undefined)	-8%	-9%	3%	-12%	-1%	-20%	-1	?	8%
35	COC(=O)c1cc(S(=O)(=O)N2CCN(c3cc(Cl)ccc3C)CC2)c[nH]1	-35%	-31%	0%	-3%	-3%	-13%	-3	-11%[59 µM]	-4%
38	CCOc1ccc2nc(N3CCCC(C(=O)NCCCN4C(C)CCCC4C)C3)sc2c1 (centres undefined)	?	-21%	-1%	41%[activator]	-3%	-24%	3	40µM*	3%
39	CCOc1cccc(OCCCn2c(-c3ccc(Br)cc3)nc3ccccc3c2=O)c1	7%	5%	8%	101%[activator]	-2%	39%[activator]	-2	1%[59 µM]	6%
31	CC(=O)Nc1cccc(C(=O)OC(C)C(=O)NC(=O)NC2CCCCC2)c1 (centres undefined)	5%	-9%	-1%	24%	11%	0%	0	4%	7%
34	CCN(c1cccc(C)c1)C(CNS(=O)(=O)c1ccccc1)c1ccccc1 (centres undefined)	-38%	·	2%	-2%	·	-36%	2	-5%[59 µM]	20%
36	NC(=S)N/N=C/c1coc2ccc(O)cc2c1=O	-23%	-2%	0%	39%	0%	-19%	-12	?	26%

# New compounds follow.
no.	molecule	BAZ2B block	POLH inh	Pin1 inhibitor	HP1b chromo inh	PGK inhibitor	JMJD2A Tudor inh	PI4K2A inh	G9a block	GLS inhibitor
41	COCCn1c(SCC(=O)N2CCCCC2)nc2cccnc21	12%	8%	2%	28%	11%	18%	-7	13%[12.7 µM]	11%
42	N=c1c(S(=O)(=O)c2ccc(Cl)cc2)cc2c(=O)n3ccccc3nc2n1CCN1CCOCC1	5%	?	2%	22%	i	-12%	-4	20%[59 µM]	2%
43	CCOCCCN1CC(C(=O)NCc2ccc3c(c2)OCO3)CC1=O (centres undefined)	-13%	0%	-8%	20%	-9%	-13%	11	-4%[59 µM]	6%
44	COc1ccc(Nc2ccc([N+](=O)[O-])cn2)cn1	-19%	-3%	?	15%	i	-18%	-3	2%	0%
45	COc1ccc(NC(=O)CSc2nnc(CC(=O)Nc3ccc(F)cc3)n2C)cc1	0%	-7%	-7%	7%	0%	-17%	6	11%	13%
46	CC(C)(C)NC(=O)CSc1nnc(-c2ccncc2)o1	3%	-11%	-4%	25%	i	-14%	5	12%[59 µM]	-8%

# Assay outcomes as filed in PubChem.
